GASC-1 inh – human JMJD2C demethylase inhibition | Q9H3R0 | GST-JMJD2C(1-420) H3K9me3 demethylation, DELFIA europium | inhibition, % at 2.35 µM | hit rate 0.069% among 330,000;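 active = more than half of a compound's replicate wells show inhibition beyond 50%, single wells judged on their own value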;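 also: signal counts dimethyl H3K9 product captured on neutravidin plate; 0% = median of DMSO wells and 100% = 0.3 times that DMSO median; strong numbers were not always called active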
Target sequence (Q9H3R0 1-420 limits assumed): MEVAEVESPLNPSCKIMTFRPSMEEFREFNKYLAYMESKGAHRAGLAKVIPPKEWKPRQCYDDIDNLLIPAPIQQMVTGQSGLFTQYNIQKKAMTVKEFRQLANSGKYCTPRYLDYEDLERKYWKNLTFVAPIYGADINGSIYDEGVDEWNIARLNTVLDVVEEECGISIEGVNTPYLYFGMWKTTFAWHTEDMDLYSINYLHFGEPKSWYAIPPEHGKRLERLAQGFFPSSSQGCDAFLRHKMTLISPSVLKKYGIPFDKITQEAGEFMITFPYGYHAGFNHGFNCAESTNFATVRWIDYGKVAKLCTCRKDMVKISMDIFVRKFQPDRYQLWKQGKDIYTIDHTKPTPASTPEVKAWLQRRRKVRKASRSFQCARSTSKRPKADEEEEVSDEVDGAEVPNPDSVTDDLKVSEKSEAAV
PP5 primary – inhibitors of human protein phosphatase 5 (PP5). purified PP5c, OMFP substrate fluorescence. inhibition, % at 6.7 µM. hit rate 0.18% among 320,000;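 active = inhibition above the campaign's mean inhibition across all tested compounds plus 3 SD, cut at about 9.5% in these data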;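 also: 0% = DMSO only and 100% = 100 µM cantharidin control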
Target sequence (P53041 whole entry, looked up): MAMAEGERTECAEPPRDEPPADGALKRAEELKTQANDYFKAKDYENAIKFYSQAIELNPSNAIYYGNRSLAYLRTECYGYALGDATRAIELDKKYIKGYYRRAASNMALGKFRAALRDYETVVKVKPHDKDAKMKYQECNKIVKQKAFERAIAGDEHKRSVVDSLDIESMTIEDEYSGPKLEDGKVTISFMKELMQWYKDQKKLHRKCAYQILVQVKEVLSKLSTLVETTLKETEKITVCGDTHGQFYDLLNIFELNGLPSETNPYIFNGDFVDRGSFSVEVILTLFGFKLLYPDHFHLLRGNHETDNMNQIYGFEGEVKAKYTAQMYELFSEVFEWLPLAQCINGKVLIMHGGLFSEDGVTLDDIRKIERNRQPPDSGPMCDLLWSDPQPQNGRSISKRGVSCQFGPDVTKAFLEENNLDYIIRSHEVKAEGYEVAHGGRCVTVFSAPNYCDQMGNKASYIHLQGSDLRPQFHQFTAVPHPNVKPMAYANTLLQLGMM
proCasp3 act – activates human procaspase-3 | P42574 | recombinant procaspase-3 D3A, Ac-DEVD-pNA absorbance 405 nm | activation, % at 8.5 µM | hit rate 0.11% among 330,000;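 active = activation above the mean of all tested compounds plus 3 SD, cut at about 21% in these data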;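 also: 0% = DMSO alone and 100% = DMSO wells spiked with extra 5 µM PC-3 D3A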
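Test system: Procaspase-3 D3A mutant; medium: Zinc-free HEPES/NaCl buffer with 0.01% Triton X-100 at pH 7.4; reagent: DEVD-pNA substrate; doses: one concentration, 8.5 µM nominal, 0.8% DMSO; times: 1 h preincubation plus 2 h reaction at 25 °C; signal: Epi-absorbance at 405 nm of released p-nitroaniline, 0 and 120 min; replicates: singlicate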
VLA-4 inh – inhibition in a human VLA-4 binding assay. P13612. VLA-4 expressing cells, ligand binding flow cytometry. inhibition, % (about 7 µM as worked out from the volumes in the protocol). hit rate 0.2% among 330,000. AID 2557; in the data active = inhibition above about 50%
PP1 inh – PP1-alpha (human) inhibition in PP5 counter-screen; hit rate 0.9% among 320,000; P62136; purified PP1alpha, OMFP fluorescence; inhibition, % at 6.7 µM; AID 2235;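 active = inhibition above the mean inhibition of all tested compounds plus 3 SD, computed separately for each screening campaign, cut at about 15% in these data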
core dimer inh – HCV core protein dimerization inhibition; TR-FRET GST/Flag-core106 dimerization, 1536-well; inhibition, % at 5 µM; hit rate 0.33% among 300,000; AID 1899;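 active = inhibition above the mean of all tested compounds plus 3 SD, set per screening campaign, cut at about 45% in these data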
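Material: GST/Flag-tagged HCV core106 proteins. Incubation: 4 h, 22.5 °C incubation. Read-out basis: inhibition (%) from 671 over 617 nm ratio. Measured by: TR-FRET, excitation 340 nm, emission 617 and 671 nm.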
GRK2 inh – blocks RNA aptamer binding to human GRK2; hit rate 0.59% among 330,000; P25098; AID 488847; bead flow cytometry, FAM-aptamer displacement from GRK2; inhibition of aptamer binding, % at 10 µM;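 active = inhibition of aptamer binding above 40%, roughly 3 SD of noise, on plates passing a quality check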;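 also: median bead fluorescence of bound FAM aptamer so fluorescent compounds give negative values; no value below 0 was filed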
CTSL1 counter – blocks F. hepatica cathepsin L1 in PFM18AAP counter-screen. AID 1906. inhibition, % at 5.96 µM. recombinant F. hepatica cathepsin L1, Z-Leu-Arg-MCA fluorescence. hit rate 0.49% among 300,000;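 active = inhibition above the mean of all tested compounds plus 3 SD, set per screening campaign, cut at about 17% in these data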;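 also: 0% = plate median of test compound wells and 100% = 1 µM Z-Phe-Ala-diazomethylketone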
proCasp7 act – counter-screen for procaspase-3 activators: activators of human procaspase-7 | activation, % at 8.5 µM | hit rate 0.093% among 330,000 | P55210 | recombinant procaspase-7, Ac-DEVD-pNA absorbance 405 nm; D23A/D198A/D206A triple mutant, cannot self-cleave; scale: DMSO 0, 5 µM enzyme 100;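 active = percent activation above the screen-wide mean plus 3 SD, cut at about 25% in these data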
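Assay system: Uncleavable procaspase-7 mutant enzyme | Input: 2 µM procaspase-7 mutant as dispensed | Timing: 1 h compound preincubation, 2 h substrate cleavage, 25 °C | Repeats: One well per compound | Control set: DMSO wells as 0%, DMSO with 5 µM added PC-7 as 100% | Technique: Epi-absorbance of released pNA at 405 nm, two timepoints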
Starred values were filed as active, the others as inactive; i = inactive; . = not tested or not shown.

SMILES	GASC-1 inh	PP5 primary	proCasp3 act	VLA-4 inh	PP1 inh	core dimer inh	GRK2 inh	CTSL1 counter	proCasp7 act
CNC(=S)N1CCN(C(=O)C2CCCO2)CC1 (configuration not stated)	7	1.4	-3	0	8	-9	5	5	-1
O=C(Nc1nnc(-c2ccccc2Cl)o1)c1cccnc1	-10	3.4	6	26	1	-1	2	-1	11
Cc1cc(C)n2c(SCCO)nnc2n1	4	1.4	6	4	0	9	0	-1	4
Cc1ccc(O)c(C(CC(=O)NC(C)C)c2ccccc2)c1 (configuration not stated)	-5	-1.3	3	9	-6	-1	0	-4	7
CCOC(=O)c1sc(C)c2c(=O)n(CC(=O)c3ccc(Br)cc3)nnc12	5	3.3	2	-6	-1	29	3	6	9
O=C1CN(C(=O)/C=C/c2ccc(Cl)cc2Cl)CCN1	-2	-0.7	-1	5	-4	-5	1	-5	4
CC(=O)N/C(=C/c1ccccc1)C(=O)NC(Cc1ccccc1)C(=O)O (configuration not stated)	8	3.1	4	20	-1	-1	1	-5	10
CC1CCN(C(=S)c2ccc(-c3ccc(Cl)cc3Cl)o2)CC1	-4	-2.4	-3	-2	0	-11	0	2	-8
COC(=O)c1c(NC(=O)COC(=O)CC(NC(C)=O)c2ccccc2)sc(C)c1C (configuration not stated)	-6	0.9	2	5	-4	-4	0	1	-2
C/C(CC1CC(C)(C)OC1=O)=N/Nc1nc(-c2ccccc2)cs1 (configuration not stated)	-2	0.3	-4	.	-1	11	0	7	-12
O=S(=O)(NCCN1CCOCC1)c1cccs1	6	-0.2	9	20	0	1	0	2	7
CC(C)NS(=O)(=O)c1ccc(OCC(=O)NC(C)c2ccccc2)cc1 (configuration not stated)	-6	-0.7	3	-6	-5	-3	1	6	0

Full records, quoted from the list. Order of screens: GASC-1 inh, PP5 primary, proCasp3 act, VLA-4 inh, PP1 inh, core dimer inh, GRK2 inh, CTSL1 counter, proCasp7 act
CC(=O)N/C(=C/c1ccccc1)C(=O)NC(Cc1ccccc1)C(=O)O (configuration not stated) in the list: 8, 3.1, 4, 20, -1, -1, 1, -5, 10
CC1CCN(C(=S)c2ccc(-c3ccc(Cl)cc3Cl)o2)CC1 in the list: -4, -2.4, -3, -2, 0, -11, 0, 2, -8
O=C(Nc1nnc(-c2ccccc2Cl)o1)c1cccnc1 in the list: -10, 3.4, 6, 26, 1, -1, 2, -1, 11
CCOC(=O)c1sc(C)c2c(=O)n(CC(=O)c3ccc(Br)cc3)nnc12 in the list: 5, 3.3, 2, -6, -1, 29, 3, 6, 9

Remaining list, next part:
SMILES	GASC-1 inh	PP5 primary	proCasp3 act	VLA-4 inh	PP1 inh	core dimer inh	GRK2 inh	CTSL1 counter	proCasp7 act
Cc1ccc(C#N)c(SCc2cc3c(cc2Cl)OCO3)n1	-37	3.1	5	12	-1	-2	2	1	0
Cc1csc(C(C#N)C(=O)c2ccc(S(=O)(=O)N3CCCC3)cc2)n1 (configuration not stated)	18	-0.6	0	1	1	2	1	1	1
O=C(Cn1c2c(c(=O)n3ncnc13)CCC2)N/N=C/c1cccs1	-31	0.1	-5	23	-3	1	1	-2	-3
Cc1ccccc1OCCOCCN1CCCCCC1	4	1.6	7	18	2	1	0	-9	20
Fc1ccc(Cc2nnc(-c3cccs3)o2)cc1	-5	0.3	10	-4	-3	4	2	0	10
O=C1CC(N2CCN(c3ccccc3)CC2)C(=O)N1Cc1ccc(Cl)cc1 (configuration not stated)	14	-0.1	-2	4	0	17	0	-1	-1
CCOc1ccc(NC(=O)c2ccc(CN3CCc4ccccc4C3)cc2)cc1	4	1.1	-8	-3	0	11	0	-2	4
Cc1nc2nc(-c3cccnc3)nn2c(C)c1Cl	4	-1.3	0	1	2	1	0	1	13
CCOc1ccccc1CN1CCNC(=O)C1CC(=O)NCCCn1cccn1 (configuration not stated)	-17	2.2	1	11	-2	-12	1	0	4
NC(=O)C1CCN(c2ncnc3c(-c4ccccc4)nsc23)CC1	-3	0.5	-6	-1	-1	4	1	6	7
COc1ccc(NC(=O)CN(c2ccccc2)S(=O)(=O)c2ccccc2)c(OC)c1	8	1.1	12	-7	8	-1	2	4	6
COc1ccc(CN(C)CC(=O)Nc2sc3c(c2C#N)CCC3)cc1OC	5	-2.2	-4	-4	-1	12	1	-11	5
COc1ccc(Cl)cc1NC(=O)C/C(C)=N/NC(=O)Cc1ccccc1	5	0.5	0	2	2	-28	1	-4	-1
O=C(Nc1ccccc1C(=O)N1CCCCCC1)c1cccc([N+](=O)[O-])c1	13	2.0	-4	-5	-3	5	0	1	4
O=C(CSC(=S)N1CCOCC1)c1cc2ccccc2oc1=O	4	-0.2	-12	-2	0	-1	0	5	-26
N#CCSc1nc2ccccc2c2nc3ccccc3n12	-8	-1.1	-1	3	2	3	16	5	-1
CCN(CC)S(=O)(=O)c1ccc(OCC(=O)NC(=O)Cc2ccccc2)c([N+](=O)[O-])c1	-2	2.5	6	-10	5	.	3	.	5
Cc1ccccc1-n1c(SC/C(O)=C(\C#N)c2nc3ccccc3[nH]2)nnc1-c1ccncc1	5	5.6	-5	-9	7	20	0	0	5
Cc1nn(Cc2ccc(C(=O)N3CCOCC3)o2)c(C)c1Br	-1	-0.9	-3	-9	-4	7	0	-3	-7
Fc1ccccc1N1CCN(c2nnnn2-c2ccccc2)CC1	11	-1.7	-4	-2	-3	-1	3	1	0
Cc1ccc(S(=O)(=O)N2CCN(C(=O)c3n[nH]c(=O)c4ccccc34)CC2)c(C)c1	-4	-0.5	9	4	-1	.	1	.	7
NCCCNc1ccc([N+](=O)[O-])cc1C(F)(F)F	-1	0.8	3	14	-1	4	0	3	1
Cn1c(=O)c(=O)n(C)c2cc(S(=O)(=O)CCC(=O)Nc3ccc(F)cc3)ccc21	1	-0.5	8	-4	-3	18	3	0	-5
CCCCC1=CC2=CC(=O)C(C)(OC(=O)c3ccc(Cl)nc3)C(=O)C2=CO1 (configuration not stated)	9	0.0	-1	-15	2	-3	3	-2	-3
Cc1csc(=O)n1CCC(=O)OCC(=O)Nc1ccc(F)c(F)c1F	31	2.6	-4	-2	-2	1	0	-6	0
COc1cccc(NC(=O)CSC(N)=O)c1	-3	-0.8	-20	-3	1	0	0	-2	-15
O=C(c1ccccc1)N1CCN(C(=O)c2cc3ccccc3oc2=O)CC1	5	1.5	4	-7	-3	-14	1	2	10
Cn1c(CCCNC(=O)c2ccccc2)nc2ccccc21	-6	4.0	11	8	2	-1	0	-4	0
O=C1CSC(=O)N1CC(O)COc1ccc(Cl)cc1 (configuration not stated)	-15	-2.3	-4	4	12	-4	0	0	-12
COc1ccc2c(c1)c(=O)c(C(=O)c1ccc(C)cc1)cn2CC(=O)Nc1ccc(F)cc1	9	0.4	-4	30	0	21	3	2	8
COc1ccccc1C(=O)N/C(=C/c1ccco1)C(=O)Nc1ccc(C(=O)O)cc1	12	1.4	-9	6	3	4	2	1	-1
O=C1Oc2ccccc2C2(O)C3CCCCCC3C12 (configuration not stated)	-6	3.2	-2	13	-4	1	0	-1	4
COC(c1ccccc1)(c1ccccc1)C(Oc1nccc(C)n1)C(=O)O (configuration not stated)	-14	1.9	1	12	-3	-7	2	-3	3
CCCC1c2ccc(C)n2CCN1C(=O)Nc1ccccc1Cl (configuration not stated)	10	1.0	1	3	-2	4	0	0	5
CN(C)CCN(C(=O)c1ccc(S(=O)(=O)N(C)CC2CCCO2)cc1)c1nc2cc3c(cc2s1)OCO3 (configuration not stated)	-6	1.5	11	-1	-6	-11	2	4	-7
O=C(Cn1nnc2c(cnn2-c2ccc(F)cc2)c1=O)OC1CCCCC1	0	4.0	3	-19	-3	10	0	5	1
CCn1cc(C(=O)OCC(=O)c2cc(C)n(-c3ccc(OC(F)F)cc3)c2C)c(=O)c2ccc(C)nc21	15	1.3	1	8	1	16	0	-3	4
S=c1[nH]nc(-c2cccnc2)n1/N=C/C=C/c1ccccc1	-7	-3.1	-2	5	-2	22	0	10	-14
COc1ccc(C(c2sc3nc(C)nn3c2O)N2CCCCC2)cc1 (configuration not stated)	0	1.9	2	-16	-2	2	0	-4	1
CCC(=O)Nc1ccc(N2CCN(Cc3ccccc3F)CC2)cc1	20	0.4	7	4	3	-12	0	-3	-2
Cc1ccc(C(NC(=O)NN2CCN(C)CC2)C(Cl)Cl)cc1F (configuration not stated)	0	-0.6	-3	7	-5	-5	0	1	6
O=C(COc1cccc2c1CCN(Cc1ccccc1)C2=O)NCc1ccco1	-2	2.4	-5	11	-3	2	4	-2	-14
COc1ccc(CC(=O)Oc2ccc(C(C)(C)C)cc2)cc1S(=O)(=O)N1CCOCC1	-1	3.6	2	-1	-1	-1	0	-24	1
CN1CCc2c(sc3nc(NN)n(Cc4ccccc4)c(=O)c23)C1	i	-1.2	-4	-6	2	27	0	0	0
COc1ccc(-c2nnc(NC(=O)C(C)C)s2)c(OC)c1	5	1.7	5	21	9	-10	0	2	-7
CC(OC(=O)c1ccc(Cl)nc1)C(=O)NC1CCCC1 (configuration not stated)	9	0.2	7	-2	1	.	1	.	-1
CN(C)c1ccc(/C=N/NC(=O)c2ccn(C)n2)cc1	-13	2.2	6	2	-3	-9	3	5	5

A different layout for some results above:
compound | GASC-1 inh | PP5 primary | proCasp3 act | VLA-4 inh | PP1 inh | core dimer inh | GRK2 inh | CTSL1 counter | proCasp7 act
COc1ccc(C(c2sc3nc(C)nn3c2O)N2CCCCC2)cc1 (configuration not stated) | 0 | 1.9 | 2 | -16 | -2 | 2 | 0 | -4 | 1
CCC(=O)Nc1ccc(N2CCN(Cc3ccccc3F)CC2)cc1 | 20 | 0.4 | 7 | 4 | 3 | -12 | 0 | -3 | -2
